ROC1-CUL1 inh: blocks human RBX1-Cullin-1 di-ubiquitin formation; inhibition, % at 10 µM; AID 1347404; in vitro K48 di-Ub FRET, acceptor:donor ratio, 45 min; 0.6% of 140,000 active; in the data active = inhibition above about 25%
Target sequence (P62877 whole entry, looked up): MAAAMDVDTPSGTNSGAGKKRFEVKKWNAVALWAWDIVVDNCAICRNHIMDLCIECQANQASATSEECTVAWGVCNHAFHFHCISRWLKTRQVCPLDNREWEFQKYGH
Target sequence (Q13616 whole entry, looked up): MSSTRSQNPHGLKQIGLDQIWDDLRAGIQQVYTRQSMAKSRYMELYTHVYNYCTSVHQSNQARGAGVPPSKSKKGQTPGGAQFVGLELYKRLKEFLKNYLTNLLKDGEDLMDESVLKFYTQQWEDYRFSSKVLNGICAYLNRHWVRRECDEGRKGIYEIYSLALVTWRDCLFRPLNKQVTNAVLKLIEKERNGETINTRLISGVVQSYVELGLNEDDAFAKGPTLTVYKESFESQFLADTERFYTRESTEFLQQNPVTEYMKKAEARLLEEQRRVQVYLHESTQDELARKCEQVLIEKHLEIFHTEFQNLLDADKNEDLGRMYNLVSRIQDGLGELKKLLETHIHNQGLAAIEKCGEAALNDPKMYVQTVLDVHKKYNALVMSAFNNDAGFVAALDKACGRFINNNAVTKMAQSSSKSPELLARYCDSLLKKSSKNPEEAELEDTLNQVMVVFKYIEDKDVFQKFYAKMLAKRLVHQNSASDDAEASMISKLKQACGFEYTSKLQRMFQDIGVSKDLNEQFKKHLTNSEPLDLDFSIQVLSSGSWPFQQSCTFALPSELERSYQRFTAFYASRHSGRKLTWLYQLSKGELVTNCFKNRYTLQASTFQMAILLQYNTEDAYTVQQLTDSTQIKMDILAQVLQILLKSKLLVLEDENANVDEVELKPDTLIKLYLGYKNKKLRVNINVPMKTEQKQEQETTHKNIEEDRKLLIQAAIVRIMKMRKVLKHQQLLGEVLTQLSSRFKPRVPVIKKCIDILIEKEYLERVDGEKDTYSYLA
Active calls of the source: *.

SMILES | ROC1-CUL1 inh
O=C1C(=O)N(Cc2ccco2)C(c2cccc(Oc3ccccc3)c2)C1C(=O)c1cc2ccccc2o1 (configuration not stated) | 6
CCOC(=O)Nc1c(C(=O)OC)sc2ncccc12 | 5
Cc1ccc(C(=O)Oc2ccccc2O)cc1 | 2
Cn1cnc2c(NCc3ccco3)ncnc21 | 4
CCCn1c(CCC(=O)Nc2ccccc2OC)nc2cccnc21 | -7
O=C1NC(=S)N(S(=O)(=O)c2cccc3cccnc23)C1Cc1ccccc1 (configuration not stated) | 4
CN(Cc1ccccc1)C(=O)C1CCN(S(=O)(=O)Cc2ccccc2)CC1 | 10
CCOC(=O)c1ccc(NC(=O)c2noc3c2CCCC3)cc1 | 3
CCCCC(=O)Nc1cc(Cl)c(O)c(Cl)c1 | -1
O=C(c1ccccc1)c1c(-c2ccccc2)nn(-c2ccccc2)c1C(=O)O | 3
Nc1ncc(-c2cccc(-c3ccn[nH]3)c2)cn1 | 3
CCCCN(C)C(=O)CN1C(=O)CCn2nc(-c3cn(C)c4ccccc34)cc21 | 11
CCn1c(=O)c2cc(C(=O)NCCCN3CCN(c4ccc(F)cc4)CC3)sc2c2ccccc21 | -9
CCOC(=O)C1C(=O)C=C2c3ccccc3CCC2C1c1ccccc1 (configuration not stated) | -1
Cc1cc(C)cc(-n2c(C)cn3c4c(=O)n(CCCO)c(=O)n(C)c4nc23)c1 | -10
O=C(Nc1ccc(F)cc1)c1ccccc1F | -12
CCOC(=O)c1cc2c(=O)n3cc(C)ccc3nc2n(C2CCCC2)c1=N | -1
CCOC(=O)c1ccccc1NC(=O)CSc1ccc(-c2cccs2)nn1 | -6
Cc1c([N+](=O)[O-])c([N+](=O)[O-])nn1CC(=O)N1CCOCC1 | 7
CC1(C)NC(=O)c2ccccc2O1 | -2
COc1ccccc1NC(=O)CSCC1=Nc2cc(C)cc(C)c2C(=O)C1 | -2
O=C(NC1CC1)c1cn(C2CCCCC2)cc(C(=O)NC(c2ccccn2)C(F)(F)F)c1=O (configuration not stated) | 8
COc1ccc(C)cc1-n1nnc(C(=O)Nc2cccc(SC)c2)c1C | 1
Cc1nc(NC(=O)NCc2coc(-c3ccccc3)n2)nn1C(C)C | -10
O=C(CC(SCCO)c1ccc(OC(F)F)cc1)c1ccco1 (configuration not stated) | -3
COc1cccc2c1cc1c(=O)n(CC(=O)NCc3ccco3)nc(C)n12 | 6
CCC(C)NC(=O)c1cc(Br)ccc1Br (configuration not stated) | 3
Cc1cc(-c2n[nH]c(=S)n2-c2ccccc2)n(C)n1 | -7
Cn1nnnc1Sc1ccc([N+](=O)[O-])cc1Cl | -4
CCOC(=O)Cn1c(=O)oc2cc(S(=O)(=O)N3CCCC(C)C3)ccc21 (configuration not stated) | -1
Cn1c(Cc2ccccc2)nnc1SCc1ccccc1Cl | -6
COc1ccc(NC(=O)c2oc3ccccc3c2NC(=O)c2cc(C)cc(C)c2)c(OC)c1 | 4
O=C1C=C(OCc2ccccc2)C(=O)C(OCc2ccccc2)=C1 | 10
CCN(c1ccccc1)S(=O)(=O)c1ccc(-c2cc(C)no2)s1 | -7
CC1(C)CC(NS(=O)(=O)c2ccc(F)cc2)CC(C)(C)N1 | -2
CCC1CN(CC(=O)N(C)CCCN2CCOCC2)Cc2ccc(Cl)cc2O1 (configuration not stated) | 12
Cc1onc(COc2ccccc2O)c1Cl | -6
COc1ccc(-c2c(C#N)c(SCC(=O)Nc3cccc(Cl)c3)nc(C)c2C(=O)Nc2ccccc2)cc1OC | -1
O=C(NCC1CCCO1)c1cc(Cl)cc(Cl)c1 (configuration not stated) | -7
Cc1nnc2sc(Cc3ccc(Cl)cc3Cl)nn12 | -12

Another view of part of the listing above:
SMILES	ROC1-CUL1 inh
CC1(C)NC(=O)c2ccccc2O1	-2
COc1ccccc1NC(=O)CSCC1=Nc2cc(C)cc(C)c2C(=O)C1	-2
O=C(NC1CC1)c1cn(C2CCCCC2)cc(C(=O)NC(c2ccccn2)C(F)(F)F)c1=O (configuration not stated)	8
COc1ccc(C)cc1-n1nnc(C(=O)Nc2cccc(SC)c2)c1C	1
Cc1nc(NC(=O)NCc2coc(-c3ccccc3)n2)nn1C(C)C	-10
O=C(CC(SCCO)c1ccc(OC(F)F)cc1)c1ccco1 (configuration not stated)	-3
COc1cccc2c1cc1c(=O)n(CC(=O)NCc3ccco3)nc(C)n12	6
CCC(C)NC(=O)c1cc(Br)ccc1Br (configuration not stated)	3
Cc1cc(-c2n[nH]c(=S)n2-c2ccccc2)n(C)n1	-7
Cn1nnnc1Sc1ccc([N+](=O)[O-])cc1Cl	-4
CCOC(=O)Cn1c(=O)oc2cc(S(=O)(=O)N3CCCC(C)C3)ccc21 (configuration not stated)	-1
Cn1c(Cc2ccccc2)nnc1SCc1ccccc1Cl	-6
COc1ccc(NC(=O)c2oc3ccccc3c2NC(=O)c2cc(C)cc(C)c2)c(OC)c1	4
O=C1C=C(OCc2ccccc2)C(=O)C(OCc2ccccc2)=C1	10
CCN(c1ccccc1)S(=O)(=O)c1ccc(-c2cc(C)no2)s1	-7
CC1(C)CC(NS(=O)(=O)c2ccc(F)cc2)CC(C)(C)N1	-2
CCC1CN(CC(=O)N(C)CCCN2CCOCC2)Cc2ccc(Cl)cc2O1 (configuration not stated)	12
Cc1onc(COc2ccccc2O)c1Cl	-6
COc1ccc(-c2c(C#N)c(SCC(=O)Nc3cccc(Cl)c3)nc(C)c2C(=O)Nc2ccccc2)cc1OC	-1

Carrying on:
SMILES | ROC1-CUL1 inh
COc1ccc(NC(=S)NC(=O)C(C)C)cc1 | -4
CN1C(=O)C2C(=NC(=O)CC2c2cccc(F)c2)n2c1nc1ccccc12 (configuration not stated) | -4
Clc1ccc(OCCSc2nc3ccccc3o2)cc1 | 16
Cc1cccc(CCNC(=O)c2cc3ccccn3n2)c1 | -10
Cc1ccc(Sc2ccc(/C=C(\C#N)c3ccc([N+](=O)[O-])cc3)o2)cc1 | -3
COc1ccc(Br)cc1C(=O)Nc1cccc(-c2nnc(-c3ccco3)o2)c1 | 1
O=C(NCc1ccc2c(c1)OCO2)c1ccc(S(=O)(=O)N2CCCCCC2)cc1 | -1
CC(Oc1ccccc1F)C(=O)Nc1ccc(-c2nc3ccccc3s2)cc1 (configuration not stated) | -3
CCCn1c(=O)c2c(nc3n2CCCN3CCc2ccccc2)n(C)c1=O | -4
O=C(Nc1ccc(F)cc1F)c1ccccc1NC(=O)C1CC=CCC1C(=O)O (configuration not stated) | 12
CC(=O)OCC(=O)[C@@]1(OC(C)=O)CCC2C3CCC4=CC(=O)C=CC4(C)C3C(=O)CC21C (some centres not stated) | -3
Cc1ccc(NC(=O)CCCC(=O)Nc2ccc(C)cc2C)c(C)c1 | -10
CN(C(=O)c1cccnc1)C(Cc1ccc(F)cc1F)C1CCN(C(=O)/C=C/c2ccccc2)CC1 (configuration not stated) | 2
CCC(=O)N1CCc2cc(Br)cc(S(=O)(=O)N3CCC(C(=O)Nc4cccc(C)c4)CC3)c21 | 0
O=C(N/N=C\c1cn[nH]c1-c1ccc(Cl)cc1)c1cccnc1 | 3
Cc1ccc2nc(-c3ccc(Cl)cc3)cc(C(=O)O)c2c1 | 1
O=C(CN1CCc2ccccc21)N1N=C(c2ccc(F)cc2)CC1c1ccc(F)cc1 (configuration not stated) | 0
Cc1cnc(-n2ncc(C(=O)N(C)CC(O)c3ccccc3)c2C2CC2)nc1-c1cccs1 (configuration not stated) | 5
Cc1ccc(S(=O)(=O)CC(CN2CCC(C)CC2)N2CCC(C)CC2)cc1 (configuration not stated) | -2
Nc1c(C(=O)Nc2ccc3c(c2)OCO3)sc2nc(-c3ccc4c(c3)OCO4)ccc12 | 2
COc1cc(C2N3CC4([N+](=O)[O-])CN2CC([N+](=O)[O-])(C3)C4(C)C)ccc1O (configuration not stated) | -2
COc1ccc(CCN=CC2C=C3C(=O)c4ccccc4N3C2=O)cc1OC (configuration not stated) | 2
CC1=NN(c2ccccc2)C(=O)/C1=N/N=C1C(=O)N(c2ccccc2)N(C)C1C (configuration not stated) | 8
Cc1cc(C(F)F)nn1CC(=O)Nc1cccc(Br)c1 | 6
CCCc1cc(C(=O)Nc2cccc(Cl)c2Cl)n(C)n1 | 6
COc1ccccc1CNS(=O)(=O)c1ccc2c(c1)CC(C)N2C(C)=O (configuration not stated) | 2
COc1ccc(S(=O)(=O)Oc2ccc3cc(Br)ccc3c2)cc1 | 0
COc1cc2c(cc1OC)C1=C(C3=CCC(=O)[C@@]3(C)CC1)[C@H](C)S2 | 25*
O=c1c2cnc3nc(-c4ccccc4)nn3c2ccn1Cc1cccnc1 | 14
CSc1ccc(CNc2cc(C(=O)O)ccc2C)cc1 | -1
O=C(Cn1ncc2c3ccccc3n(Cc3cccc(Cl)c3)c2c1=O)NCCCN1CCCCC1 | -7
CCOC(=O)C1C(C)=NC(=S)NC1c1cc(Br)c(O)c(OCC)c1 (configuration not stated) | -15
COc1cccc(NC(=O)CCC2CCN(C(=O)CSC)CC2)c1 | -1
COc1ccc2cc(-c3[nH]ncc3CN(C)CC3CCOCC3)ccc2c1 | 5
CCCN1C(=O)S/C(=C\c2ccc(O)cc2)C1=O | -6
NC(=O)CSc1nc(SCC(N)=O)c2c3c(sc2n1)CN(Cc1ccccc1)CC3 | 15
COc1ccc(CCNS(=O)(=O)c2cc(-c3onc(C)c3C)ccc2OC)cc1OC | 5
COc1cc(C2NC(=O)N=C(C)C2C(=O)Nc2cc(C)cc(C)c2)ccc1O (configuration not stated) | -3
C=CCn1c(COc2ccccc2)nnc1SCC(=O)Nc1cccc(C)c1 | 6
CC1CCCCN1C(=O)CSc1nc2scc(-c3ccccc3)c2c(=O)n1-c1ccccc1 (configuration not stated) | 9
COc1ccc(-c2nc3c4ccccc4c4ccccc4c3[nH]2)c(OC)c1OC | -13
CC1(C)CC(=O)c2c(SCc3ccccc3)sc(-c3ccccc3)c2C1 | 4
CC(C)COc1ccc(CC2=NC(=O)N(Cc3ccc(Br)cc3)C2=O)cc1 | 3
COc1ccccc1CNC(=O)CSc1ncc2c(n1)-c1cc(Cl)ccc1N(Cc1ccccc1)S2(=O)=O | -1
Cc1ncoc1C(=O)N1CCC(C(=O)Nc2cccc(-c3ccco3)c2)CC1 | -4
CSc1ccccc1N1C(=O)CC(Sc2ccccc2C(=O)O)C1=O (configuration not stated) | -1
Clc1ccccc1-c1ccc(N2C=C(c3ccccc3)Nc3nncn32)o1 | -2
Cc1cc(C)c(S(=O)(=O)c2cccc(Cl)c2)c(C)c1 | 4
O=C(Nc1ccccc1Oc1cccnc1)C1CCCN1CC1CCCC1 (configuration not stated) | 6
CCn1cc([C@@H]2C[C@H]3CN(Cc4cccc(Cl)c4)C(=O)[C@]34CCCN24)c(C)n1 | -11
COc1ccc(C(CNC(=O)c2oc3cc(Br)ccc3c2C)N2CCCCC2)cc1 (configuration not stated) | 3
CC(C)c1ccc(C2Nc3ccccc3C(=O)N2c2ccc(Cl)cc2)cc1 (configuration not stated) | 2
COc1ccc(C(=O)NNc2nc3ccccc3s2)cc1 | -1
COC(=O)c1sccc1S(=O)(=O)N1CCN(c2cccc(C)c2C)CC1 | -1
Cc1cccc(OCC(=O)Nc2ccc(S(=O)(=O)Nc3onc(C)c3C)cc2)c1C | -2
O=C(NC12CC3CC(CC(C3)C1)C2)c1nc(-c2ccccc2)nnc1-c1ccc(Cl)cc1 | 4
CCc1cccc(C)c1NC(=O)c1ccco1 | -6
O[C@H]1Cc2cc3ccccc3cc2C[C@@H]1c1cccc2ccccc12 | -5
CCCc1cc(N2CCN(CC)CC2)n2c(nc3ccccc32)c1C#N | -2
Cc1ccccc1COc1c(Cl)cc(Cl)cc1/C=C1\SC(=N)NC1=O | 6

Later entries.
SMILES | ROC1-CUL1 inh
CCn1c(-c2ccccc2F)nc2cc(C(=O)N(C)CCc3cnn(C)c3)cc(NC(C)=O)c21 | -5
CC(C)C(C(=O)OCC(=O)c1cccc([N+](=O)[O-])c1)N1C(=O)c2c(Cl)c(Cl)c(Cl)c(Cl)c2C1=O (configuration not stated) | -8
CC(=O)c1cccc(NC(=O)CCn2nc(C)c(S(=O)(=O)N(C)C)c2C)c1 | -4
CC1CCCN(C(=O)c2ccccc2N)C1 (configuration not stated) | 4
CCC(C)C(=O)C(=O)NCC1Cc2cc(-c3ccnc(SC)n3)cc(Cl)c2O1 (configuration not stated) | 1
Cc1cc(-c2ccc(S(=O)(=O)Nc3cccc(Cl)c3C)cc2)on1 | -1
CC(CCC(=O)NCC(=O)O)C1CCC2[C@@]3(O)CCC4C[C@H](O)CC[C@]4(C)C3C[C@H](O)[C@]12C (some centres not stated) | 5
COc1ccc(C2(CNC(=O)CC3C(=O)NCCN3C(C)C)CCCC2)cc1 (configuration not stated) | 9
O=C(/C=C/c1cn(CC(O)CN2CCc3ccccc32)c2ccccc12)c1cccs1 (configuration not stated) | 7
COCCN1CCN(C(=O)c2cc(COc3ccccc3)[nH]n2)CC1 | -2
Cc1cc(C)nc(SCc2nnc(SCC(=O)Nc3ccc(Cl)cc3)n2C)n1 | -11
O=C(N/N=C(\c1ccccc1)c1ccncc1)C1CC1c1ccccc1 (configuration not stated) | 2
Cc1nc(N2CCC(C(=O)NC34CC5CC(CC(C5)C3)C4)CC2)nc2cc(S(C)(=O)=O)ccc12 | 12
COC(=O)/C=C/C=C1/N(C)c2ccccc2C1(C)C | 6
O=C(O)C1CC(=O)N(c2ccc(O)cc2)C1 (configuration not stated) | 0
Cc1cc(C)c(NC(=O)c2oc3c(c2C)-c2[nH]ncc2CC3)c(C)c1 | 3
CCCCCC1CCC(c2ccc(-c3noc(-c4ccc([N+](=O)[O-])cc4)n3)cc2)CC1 (configuration not stated) | -6
C=CCOc1cccc(C(=O)N2CCc3c(cnc(C)c3CNC(=O)/C=C/c3cccs3)C2)c1 | 3
Oc1ccccc1NC(c1cccnc1)c1ccc2cccnc2c1O (configuration not stated) | 3
Fc1cccc(CSc2ccc(-c3cccs3)nn2)c1 | 0
Cc1nc(C)c(CN2CCC(C3CCN(Cc4cccnc4)CC3)C2)nc1C (configuration not stated) | 10
COc1cc(/C=C(\C#N)c2nc3ccc(C)cc3[nH]2)ccc1OC(C)C | -1
COc1ccc(CNC(=O)CSc2ncc3c(n2)-c2cc(Cl)ccc2N(Cc2ccccc2)S3(=O)=O)cc1OC | 9

As entered above.
For ROC1-CUL1 inh, CCn1c(-c2ccccc2F)nc2cc(C(=O)N(C)CCc3cnn(C)c3)cc(NC(C)=O)c21 is listed with -5
For ROC1-CUL1 inh, COc1cc(/C=C(\C#N)c2nc3ccc(C)cc3[nH]2)ccc1OC(C)C is listed with -1

Assay outcomes from PubChem BioAssay.

These rows are one share of the data, so the mix of outcomes need not match the whole.
